Bioassay records: PubChem BioAssay, several laboratories
TPT1 inh – Candida albicans TPT1 enzyme inhibitors, primary screen, biochemical, fluorescence polarization; recombinant caTPT1, FP RNA substrate dephosphorylation; tRNA 2'-phosphotransferase TPT1 (Candida albicans SC5314); 300,000 tested, 0.81% active; AID 1962, 2009; inhibition, % at 5 µM;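 active means inhibition above the mean of all tested compounds plus 3 SD, set per screening campaign, cut at about 24% in these data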;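 further: plate controls were DMSO alone for no effect and ferristatin control at 100 nM for full effect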
Efflux pump inh – inhibitors of Candida efflux pumps in yeast, primary screen, S. cerevisiae, Nile Red, multiplex. S. cerevisiae Candida pump triplex. inhibition, % at 10 µM. 330,000 tested, 0.44% active. AID 485275, 2010;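 active means plate passing quality check with inhibition over a set limit, or well fluorescence over plate mean plus 4 SD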;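 further: Nile Red retained in pooled yeast measured as flow cytometry median fluorescence; 0% = buffer negative control and 100% = Enniatin B positive control; higher means more Nile Red kept so more efflux inhibition; some compounds called inactive have numbers as strong as hits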
PREPL inhibitor – PREPL enzyme inhibitors, primary screen, biochemical, fluorescence polarization; Prolyl endopeptidase-like (Homo sapiens), Q4J6C6; recombinant PREPL, fluorescence polarization activity-based probe; inhibition, % at 5.96 µM; 320,000 tested, 0.68% active; AID 2751, 2010; in the data active means inhibition above about 43%;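 further: 0% = enzyme with DMSO and 100% = wells lacking enzyme; many of its hits are not listed in these tables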
core dimer inh – inhibitors of HCV core protein dimerization, primary screen, biochemical, TR-FRET, high-throughput; TR-FRET GST/Flag-core106 dimerization, 1536-well; inhibition, % at 5 µM; 300,000 tested, 0.33% active;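 active means inhibition above the mean of all tested compounds plus 3 SD, set per screening campaign, cut at about 45% in these data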
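test system = GST/Flag-tagged HCV core106 proteins | probe or stimulus = Eu donor and XL665 acceptor anti-tag antibodies | times = compound-protein-antibody incubation 4 h at 22.5 °C | signal = TR-FRET, excitation 340 nm, emission 617 and 671 nm | measure = percent inhibition of core106 dimerization signal | controls = wells lacking GST-core106 and wells with excess unlabelled core106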
GASC-1 inh – inhibitors of GASC-1 histone demethylase, primary screen, biochemical, fluorescence, DELFIA europium | GST-JMJD2C(1-420) H3K9me3 demethylation | AID 2099, 2009 | inhibition, % at 2.35 µM | 330,000 tested, 0.069% active | Lysine-specific demethylase 4C (Homo sapiens), Q9H3R0;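 active means more than half of a compound's replicate wells show inhibition beyond 50%, single wells judged on their own value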;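 further: signal counts dimethyl H3K9 product captured on neutravidin plate; 0% = median of DMSO wells and 100% = 0.3 times that DMSO median; strong numbers were not always called active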
LYPLA2 inh – LYPLA2 inhibitors, primary screen, counter-screen for PME1 inhibitor project, biochemical, fluorescence polarization, FP-Rh probe ABPP; 320,000 tested, 0.38% active; inhibition, % at 5.9 µM; AID 2177, 2009; recombinant LYPLA2; Acyl-protein thioesterase 2 (Homo sapiens), O95372;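 active means inhibition above the screen-wide mean plus 3 SD, limit set per campaign, cut at about 26% in these data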;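 further: 0% = LYPLA2 with DMSO and 100% = wells lacking LYPLA2 enzyme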
Target sequence (O95372 whole entry, looked up): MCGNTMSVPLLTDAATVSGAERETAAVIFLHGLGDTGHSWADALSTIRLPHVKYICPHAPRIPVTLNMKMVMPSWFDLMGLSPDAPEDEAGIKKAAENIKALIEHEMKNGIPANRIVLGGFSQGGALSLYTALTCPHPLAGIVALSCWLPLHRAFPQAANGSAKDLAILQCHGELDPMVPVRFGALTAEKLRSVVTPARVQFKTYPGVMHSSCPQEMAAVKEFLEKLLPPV
PP1 inh – PP1-alpha phosphatase inhibitors, primary screen, counter-screen for PP5 inhibitor project, biochemical, fluorescence, OMFP substrate, single point. Serine/threonine-protein phosphatase PP1-alpha catalytic subunit (Homo sapiens), P62136. purified PP1alpha. inhibition, % at 6.7 µM. 320,000 tested, 0.9% active. AID 2235, 2010;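 active means inhibition above the mean inhibition of all tested compounds plus 3 SD, computed separately for each screening campaign, cut at about 15% in these data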
Target sequence (P62136 whole entry, looked up): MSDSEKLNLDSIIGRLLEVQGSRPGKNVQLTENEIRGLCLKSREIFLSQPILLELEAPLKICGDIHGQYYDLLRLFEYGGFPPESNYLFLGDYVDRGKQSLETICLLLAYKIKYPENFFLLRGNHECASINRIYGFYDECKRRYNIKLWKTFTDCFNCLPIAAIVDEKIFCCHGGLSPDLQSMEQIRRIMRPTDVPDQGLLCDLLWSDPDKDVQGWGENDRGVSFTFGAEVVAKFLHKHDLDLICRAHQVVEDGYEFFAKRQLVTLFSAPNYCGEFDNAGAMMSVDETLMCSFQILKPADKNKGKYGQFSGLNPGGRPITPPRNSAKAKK
CTSL1 counter – Fasciola hepatica cathepsin L1 inhibitors, primary screen, counter-screen for PFM18AAP inhibitor project, biochemical, QFRET, fluorogenic peptide substrate. recombinant F. hepatica cathepsin L1, Z-Leu-Arg-MCA fluorescence. 300,000 tested, 0.49% active. inhibition, % at 5.96 µM;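 active means inhibition above the mean of all tested compounds plus 3 SD, set per screening campaign, cut at about 17% in these data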;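 further: 0% = plate median of test compound wells and 100% = 1 µM Z-Phe-Ala-diazomethylketone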
PP5 inh – PP5 phosphatase inhibitors, primary screen, biochemical, fluorescence; Serine/threonine-protein phosphatase 5 (Homo sapiens), P53041; purified PP5c, OMFP substrate fluorescence; inhibition, % at 6.7 µM; 320,000 tested, 0.18% active;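 active means inhibition above the campaign's mean inhibition across all tested compounds plus 3 SD, cut at about 9.5% in these data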;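 further: 0% = DMSO only and 100% = 100 µM cantharidin control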
Target sequence (P53041 whole entry, looked up): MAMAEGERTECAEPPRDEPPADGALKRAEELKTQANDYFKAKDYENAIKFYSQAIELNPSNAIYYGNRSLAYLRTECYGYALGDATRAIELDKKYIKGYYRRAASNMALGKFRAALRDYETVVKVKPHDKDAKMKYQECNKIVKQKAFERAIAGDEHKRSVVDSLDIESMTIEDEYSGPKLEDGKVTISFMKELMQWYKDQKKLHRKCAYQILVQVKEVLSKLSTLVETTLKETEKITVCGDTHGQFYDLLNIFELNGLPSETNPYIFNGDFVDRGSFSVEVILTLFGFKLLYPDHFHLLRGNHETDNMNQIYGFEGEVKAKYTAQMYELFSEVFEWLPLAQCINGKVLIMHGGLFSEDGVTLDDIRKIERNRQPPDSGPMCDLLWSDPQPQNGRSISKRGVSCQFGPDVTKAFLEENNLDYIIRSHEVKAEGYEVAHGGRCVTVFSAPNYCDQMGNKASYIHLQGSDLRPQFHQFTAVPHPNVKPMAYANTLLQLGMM
Numbers without * were called inactive; / = not tested or not shown.

Molecule,TPT1 inh,Efflux pump inh,PREPL inhibitor,core dimer inh,GASC-1 inh,LYPLA2 inh,PP1 inh,CTSL1 counter,PP5 inh
O=C(NCc1ccc(Cl)cc1)c1ccc(Cn2cc(C(F)(F)F)ccc2=O)cc1,1,0.0,-24,-6,-4,9,1,0,3.3
COC(=O)c1ccccc1S(=O)(=O)N(CCCO)Cc1cc2c(C)ccc(C)c2[nH]c1=O,-5,-0.1,11,1,-19,1,2,0,1.2
CC(C)c1ccc(NC(=O)C2CC3CCC2C3)cc1 (stereo not given),3,-0.1,-7,9,11,3,1,-2,3.5
CCC(=O)OCCNc1nc(-c2ccccc2)nc2ccccc12,-1,-0.1,-3,-5,4,-2,0,7,3.9
COc1ccc2sc3c(=O)[nH]c4ccccc4c3c2c1,-5,-0.1,-13,-79,2,-3,-1,-2,1.1
CC(C)Cc1nnc(NC(=O)CCC(=O)N2CCN(c3ccccc3F)CC2)s1,-1,0.0,38,11,1,-6,-1,7,1.3
CCOc1ccc(OCCNC(=O)c2oc3ccccc3c2COC)cc1,/,-0.2,3,/,11,-1,-2,/,6.2
CCN(CC)S(=O)(=O)c1cc(NC(=O)C(CC(C)C)NC(N)=O)ccc1C (stereo not given),-4,-0.3,-2,-3,-5,4,-1,-2,1.6
Cc1cccc(C)c1NC(=S)NCCSc1ccc(Cl)cc1,-4,0.0,1,0,6,0,8,0,5.4
CC1CCCC(NC(=O)CN2CCN(S(=O)(=O)c3cccs3)CC2)C1C (stereo not given),/,0.1,4,/,-2,1,9,/,0.1
COc1ccc([N+](=O)[O-])cc1NC(=O)Cc1noc2ccccc12,1,-0.1,13,-3,6,1,-4,-4,2.1
COCCOCCn1c(/C=C/c2ccccc2)nc2ccccc21,3,-0.1,16,-6,-13,3,-4,0,0.5
O=C(NC(=S)Nc1cccc2[nH]ncc12)c1ccccc1,4,0.1,1,-1,-24,1,3,0,0.7
Cc1nnc(SCC(=O)Nc2ncc(S(=O)(=O)c3ccc([N+](=O)[O-])cc3)s2)s1,-3,1.3,2,-7,-7,3,-2,-1,2.6
CCN(CC)S(=O)(=O)c1ccc(NC(=O)c2ccc(OCC3CCCO3)cc2)cc1 (stereo not given),/,0.2,2,/,3,-7,-1,/,1.7
COc1ccc(CCNC(=O)c2noc3c2CCCC3)cc1OC,-2,-0.7,5,-2,-16,-4,0,-3,0.4
Cn1cc(CN(Cc2ccccc2)C[C@@H]2CCC(=O)N2)c(-c2ccccc2F)n1,-3,0.1,7,2,0,-6,-3,1,-1.0
Cc1cc(C)n2nc(SCC(=O)NC(=O)NCc3ccco3)nc2n1,-3,-0.1,12,7,-8,5,-3,1,0.0
CC(=O)N1CCC(N(CCN2CCOCC2)C(=S)Nc2ccc(C)cc2)CC1,3,0.0,4,-3,-3,-3,-4,-5,-1.1
Cc1nnsc1-c1onc(C)c1C(=O)O/N=C/c1ccc(Cl)cc1,2,0.0,5,2,-18,-1,-2,0,-1.0

Given as labelled records: entries from further up
Cc1cc(C)n2nc(SCC(=O)NC(=O)NCc3ccco3)nc2n1
- TPT1 inh: -3
- Efflux pump inh: -0.1
- PREPL inhibitor: 12
- core dimer inh: 7
- GASC-1 inh: -8
- LYPLA2 inh: 5
- PP1 inh: -3
- CTSL1 counter: 1
- PP5 inh: 0.0
Cc1nnsc1-c1onc(C)c1C(=O)O/N=C/c1ccc(Cl)cc1
- TPT1 inh: 2
- Efflux pump inh: 0.0
- PREPL inhibitor: 5
- core dimer inh: 2
- GASC-1 inh: -18
- LYPLA2 inh: -1
- PP1 inh: -2
- CTSL1 counter: 0
- PP5 inh: -1.0
COC(=O)c1ccccc1S(=O)(=O)N(CCCO)Cc1cc2c(C)ccc(C)c2[nH]c1=O
- TPT1 inh: -5
- Efflux pump inh: -0.1
- PREPL inhibitor: 11
- core dimer inh: 1
- GASC-1 inh: -19
- LYPLA2 inh: 1
- PP1 inh: 2
- CTSL1 counter: 0
- PP5 inh: 1.2
COc1ccc(CCNC(=O)c2noc3c2CCCC3)cc1OC
- TPT1 inh: -2
- Efflux pump inh: -0.7
- PREPL inhibitor: 5
- core dimer inh: -2
- GASC-1 inh: -16
- LYPLA2 inh: -4
- PP1 inh: 0
- CTSL1 counter: -3
- PP5 inh: 0.4

Additional structures:
Molecule,TPT1 inh,Efflux pump inh,PREPL inhibitor,core dimer inh,GASC-1 inh,LYPLA2 inh,PP1 inh,CTSL1 counter,PP5 inh
N#Cc1c(F)cccc1N1CCN(Cc2ccc3c(c2)OCO3)CC1,0,-0.2,1,-9,-10,8,-3,0,1.0
COc1ccc(NC(=O)/C=C/c2ccccc2)c([N+](=O)[O-])c1,3,0.6,9,4,-2,5,3,-4,2.5
COCCNC(=O)CN(c1ccc(C)cc1)S(=O)(=O)c1ccccc1,-3,0.0,0,-2,26,0,-3,0,0.0
Cc1cccc(C)c1NC(=O)c1ccc(-n2cnnn2)cc1,-2,0.0,-5,3,-5,2,4,-3,-1.6
CCOCCn1[nH]c2ccccc2c1=O,-1,0.0,-6,1,-4,-5,-2,0,-0.7
Cc1nnc(SCC(=O)N2CCCCC2)s1,-2,0.0,4,1,-4,4,-1,-3,0.0
Cc1nnc(NC(=O)CCS(=O)(=O)c2ccccc2)s1,-2,-0.1,-6,-13,6,-2,-1,-3,-0.2
CC1CCCCC1NC(=O)c1cc2ccccc2o1 (stereo not given),3,-0.2,3,17,-11,1,1,0,-3.0
CN(C)S(=O)(=O)N1CCN(c2ccccc2)CC1,-1,0.0,10,0,-6,-7,1,-3,1.8
CCOC(=O)CN1CC23C=CC(O2)C(C(=O)Nc2ccc(F)c(C)c2)C3C1=O (stereo not given),2,0.7,10,3,8,-6,1,5,0.8
Cc1sc2ncn(CC(=O)NCCN(C)C)c(=O)c2c1S(=O)(=O)N1CCC(C)CC1,0,0.4,2,-4,-4,4,1,0,1.7
CC#CCN1c2ccccc2[C@]23C[C@@H](C(=O)OC)N(C(C)=O)C2=NC(C(=O)OC)=C(C(=O)OC)[C@H]13,0,-0.1,15,-6,-5,1,-2,2,1.6
CCCCC(C(=O)O)C(C)CC(=O)Nc1nncs1 (stereo not given),-2,-0.2,-7,0,-9,-4,-2,1,0.1
O=C(OCC(=O)N1CCCCC1)c1c[nH]c2ccccc12,/,-0.1,-1,/,2,-5,-5,/,0.8
COc1cc(/C=C2/SC(=O)NC2=O)ccc1Oc1ccc([N+](=O)[O-])cc1[N+](=O)[O-],1,0.2,-11,11,2,22,9,1,3.1
CCS(=O)(=O)N1Cc2ccccc2CC1C(=O)Nc1cc(S(C)(=O)=O)ccc1Cl (stereo not given),0,0.0,-7,33,2,0,2,1,1.4
CCC(C)C(NC(=O)c1ccccc1NC(=O)c1ccccc1)C(=O)O (stereo not given),-4,-0.1,18,-4,39,-5,-2,-1,2.5
COc1cc2oc(=O)c(Br)c(C)c2c(OC)c1OC,-1,0.1,-6,15,/,-3,0,0,1.2
CCOc1ccc(NC(=O)Nc2cc(C(=O)O)ccc2N2CC3CC(C2)c2cccc(=O)n2C3)cc1 (stereo not given),-7,0.1,-9,4,-2,8,-1,-4,0.8
O=C(Cc1ccc(F)cc1)N/N=C/c1ccncc1,4,-0.4,0,-4,5,0,-3,-2,1.1
COc1ccc(NC(=O)C(CC(C)C)NS(=O)(=O)c2ccc3c(c2)CCN3C(C)=O)cc1OC (stereo not given),-1,0.0,-2,11,-5,2,-4,4,-1.1
C=CCN1C=C2C(=O)C(C)(OC(=O)c3cnc4ccccc4n3)C(=O)C=C2C=C1/C=C/COC (stereo not given),-5,0.2,1,17,-1,2,5,-5,2.8
Cc1cc2c(cc(C(=O)O)n2C)s1,0,0.0,-5,-3,-2,0,-3,0,-0.3
Cc1cccc(OCC(=O)NCC(=O)N/N=C/c2ccc([N+](=O)[O-])cc2)c1,-1,0.1,2,-2,-9,8,-2,-2,4.4
CCOC(=O)Cc1csc(NC(=O)c2sc3nc4c(C)cc(C)cc4cc3c2N)n1,12,0.1,21,-3,24,-3,6,1,-1.3
COc1ccc(-c2ccccc2NC(=O)C2CCCN(Cc3ccc(C)o3)C2)cc1 (stereo not given),-4,0.2,6,4,2,4,-2,-2,4.5
CCN1C(=O)[C@H]2[C@@H](c3ccc(-c4ccc(C(C)=O)cc4)c(OC)c3)N[C@@](Cc3ccccc3)(C(=O)OC)[C@H]2C1=O,-2,0.1,-9,20,-17,-4,3,4,3.0
CC(C(=O)NC1CCCC1)N(C(=O)Cn1nnc(-c2ccc(F)cc2)n1)c1ccccc1F (stereo not given),6,-0.1,9,-3,-36,-2,0,0,2.0
CCOC(=O)C1=C(C)NC2=C(C(=O)C(C(=O)OCC)C(c3ccco3)C2)C1c1ccccn1 (stereo not given),1,-0.2,6,-3,-8,15,5,4,0.0
Cc1ccc(NC(=S)Nc2cccc(S(=O)(=O)Nc3c(C)n(C)n(-c4ccccc4)c3=O)c2)cc1,0,-0.6,3,-4,-13,8,-2,5,1.4
COc1ccccc1CC(NC(C)=O)C(=O)NC1CCN(C(=O)c2cccc(Cl)c2)CC1 (stereo not given),0,-0.3,14,9,3,-6,-6,-3,1.2
Cc1ccn2c(=O)c(C(=O)NC3CCCCC3C)c(O)nc2c1 (stereo not given),2,0.1,8,-2,2,1,-2,1,1.1
O=C1NC(=S)N/C1=C\c1ccc(N2CCOCC2)cc1,26*,-0.1,1,-9,2,-4,-2,1,0.6
CCCn1nnc(NC(=O)c2ccc(Br)o2)n1,-1,0.2,2,-2,-3,-2,0,-3,2.7
Cc1cc(C(=O)COC(=O)c2ccc(CO)cc2)c(C)n1CC1COc2ccccc2O1 (stereo not given),-2,0.4,-33,4,-43,17,4,-3,0.3
Cc1cc(NC(=O)c2ccc(-c3ccccc3F)o2)no1,0,-0.1,0,7,-6,-1,-6,5,0.5
COc1cc(/C=N/N2CCN(Cc3ccc(C)cc3)CC2)cc(OC)c1O,0,0.2,37,-12,4,6,3,0,1.7
Cc1ccccc1NC(=O)CSc1nc2ncc(Cl)cc2[nH]1,-1,0.0,12,-3,-17,0,2,4,-1.1
COC(=O)c1scc(S(=O)(=O)c2ccccc2)c1N,7,0.1,-2,4,3,-1,-6,2,-1.6

TPT1 inh: what is marked active above.
compound | TPT1 inh | Efflux pump inh | PREPL inhibitor | core dimer inh | GASC-1 inh | PP5 inh
O=C1NC(=S)N/C1=C\c1ccc(N2CCOCC2)cc1 | 26* | -0.1 | 1 | -9 | 2 | 0.6

Only part of the results is shown; count on the stated rates, not on these rows.
